Screens from PubChem.
hIAP block: blocks human intestinal alkaline phosphatase; P09923; purified IAP, CDP-Star luminescence, 30 min; inhibition, % at 10 µM; actives 0.12% (n = 330,000); AID 2544;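 active means inhibition reaching a set limit with compound at 10 µM in the primary screen, cut at about 35% in these data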;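 further: plate controls were DMSO wells with enzyme for no effect and no-enzyme buffer wells for full effect; values of inactives mirror those of a sister screen read the other way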
HKDC1 inh: HKDC1 (human) hexokinase inhibition; Q2TB90; recombinant HKDC1, G6PDH/diaphorase resazurin coupled fluorescence; inhibition, % at 20 µM; actives 0.16% (n = 340,000); AID 493160;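 active means inhibition above about 35% when tested at 20 µM, limit read from the data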;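 further: plate controls were DMSO wells with enzyme for no effect and DMSO wells lacking enzyme for full effect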
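Assay system: in-house recombinant HK5 (HKDC1) enzyme. Input: HKDC1 at 5 µg/mL. Medium: Tris pH 8.0 buffer with MgCl2, Tween-20, BSA, BME. Dosing: single 20 µM dose. Schedule: 90 min reaction incubation at room temperature, dark. Signal: resazurin-to-resorufin fluorescence via G6PDH and diaphorase coupling, 525/613 nm. Controls: DMSO-enzyme wells negative, buffer-substituted wells positive.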
mIAP activ: increases mouse intestinal alkaline phosphatase activity; muIAP, CDP-Star luminescence, 30 min; active compounds read high; 1 = vehicle-only enzyme signal, 0 = enzyme-free wells; activation factor at 10 µM; actives 0.24% (n = 330,000); AID 2805;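 active means activation factor of at least 2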; further: the source names both 10 and 20 µM as test concentration; values of inactives mirror those of a sister screen read the other way
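Assay system: mouse IAP enzyme; Reagent: CDP-Star chemiluminescent phosphatase substrate; Compound: DMSO-dissolved test compounds; Incubation: 30 min, room temperature; Technique: luminescence from enzymatic CDP-Star hydrolysis; Controls: DMSO-only wells and no-enzyme negative control.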
hIAP activ: human IAP activation; activation factor at 10 µM; actives 0.16% (n = 330,000); purified human IAP, CDP-Star luminescence, 30 min; active compounds read high; 1 = vehicle-only enzyme, 0 = enzyme-free background; P09923; AID 2524;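 active means activation factor of the enzyme at least 2-fold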; further: the source names both 10 and 20 µM as test concentration; values of inactives mirror those of a sister screen read the other way
ATG4B inh: ATG4B (human) cysteine protease inhibition; Q9Y4P1; ATG4B cleavage of LC3-PLA2, NBD-HPC fluorescence, 1 h; inhibition, % at 8.33 µM; actives 0.51% (n = 340,000); AID 504462; in the data active means inhibition above about 40%
Target sequence (Q9Y4P1 whole entry, looked up): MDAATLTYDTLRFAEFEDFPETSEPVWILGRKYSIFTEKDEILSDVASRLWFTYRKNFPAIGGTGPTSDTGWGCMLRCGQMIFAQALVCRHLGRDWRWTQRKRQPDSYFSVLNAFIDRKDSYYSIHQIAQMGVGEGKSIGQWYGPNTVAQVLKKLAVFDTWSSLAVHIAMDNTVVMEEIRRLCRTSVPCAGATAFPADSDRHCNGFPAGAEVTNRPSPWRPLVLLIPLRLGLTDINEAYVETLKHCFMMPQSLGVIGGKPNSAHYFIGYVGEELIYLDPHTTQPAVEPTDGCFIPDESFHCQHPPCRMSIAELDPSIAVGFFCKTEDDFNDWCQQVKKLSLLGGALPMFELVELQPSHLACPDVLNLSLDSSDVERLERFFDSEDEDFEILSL
mIAP inh: blocks mouse intestinal alkaline phosphatase | purified mouse IAP, CDP-Star luminescence, 30 min | inhibition, % at 10 µM | actives 0.2% (n = 330,000) | AID 2806;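 active means inhibition of at least 40% at 10 µM in the primary screen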;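 further: plate controls were DMSO with enzyme for no effect and no enzyme wells for full effect; values of inactives mirror those of a sister screen read the other way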
APOBEC3A inh: inhibitors of human APOBEC3A DNA deaminase. actives 0.41% (n = 330,000). recombinant A3A, FAM/TAMRA ssDNA deamination fluorescence. AID 493011. inhibition, % at 20 µM. P31941;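 active means at least 40% inhibition at 20 µM here, with at most 30% in a related deaminase screen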;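 further: plate controls were A3A with DMSO for no effect and wells lacking A3A enzyme for full effect; some results filed as inactive read as strong as hits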
Target sequence (P31941 whole entry, looked up): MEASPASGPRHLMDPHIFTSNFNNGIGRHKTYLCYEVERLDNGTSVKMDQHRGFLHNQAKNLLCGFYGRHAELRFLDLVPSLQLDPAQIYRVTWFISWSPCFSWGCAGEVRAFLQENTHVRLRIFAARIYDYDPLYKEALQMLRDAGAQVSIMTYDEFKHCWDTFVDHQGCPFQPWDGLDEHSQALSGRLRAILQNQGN
PfG6PD inh: PfG6PD (Plasmodium falciparum) enzyme inhibition | actives 0.78% (n = 350,000) | AID 504690 | PfGluPho enzyme, NADPH resazurin-diaphorase fluorescence | inhibition, % at 20 µM;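 active means inhibition reaching at least a set limit at 20 µM in the primary screen, cut at about 59% in these data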;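 further: 0% = DMSO wells with substrate and 100% = DMSO wells lacking glucose-6-phosphate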
Active calls of the source: *.

Under each structure – hIAP block | HKDC1 inh | mIAP activ | hIAP activ | ATG4B inh | mIAP inh | APOBEC3A inh | PfG6PD inh
1: O=C(COC(=O)c1nc(Cl)c(Cl)c(Cl)c1Cl)c1ccc[nH]1
  -15 | 4 | 1 | 1.1 | 16 | -2 | 45* | -5
2: C[C@H](CO)N1C[C@H](C)[C@@H](CN(C)C(=O)Nc2ccccc2)Oc2c(NS(=O)(=O)c3ccccc3)cccc2C1=O
  16 | 0 | 1.1 | 0.84 | -2 | -8 | 0 | -3
3: CCC(CC)NC(=O)c1cc2c(C)nn(Cc3ccccc3Cl)c2s1
  -9 | 7 | 1.1 | 1.1 | 9 | -10 | -3 | -1
4: COCCCNC(=O)c1c[nH]c2ccc(S(=O)(=O)N3CCC(C)CC3)cc2c1=O
  -10 | -6 | 0.97 | 1.1 | 3 | 3 | -6 | -10
5: O=C(CCc1nc2ccccc2c(=O)[nH]1)NCC(=O)Nc1ccc(F)c(F)c1
  2 | 4 | 0.99 | 0.98 | -2 | 1 | -2 | -5
6: CC(=O)N(CCc1cccc(C)c1)Cc1cc2cc(C)ccc2[nH]c1=O
  4 | -2 | 1.1 | 0.96 | -2 | -10 | -1 | -7
7: COCc1cc(=O)[nH]c(SCCS(=O)(=O)c2ccc(Cl)cc2Cl)n1
  16 | -5 | 1 | 0.84 | 0 | -2 | -4 | -9
8: O=c1c2ccccc2ncn1Cc1ccc2c(c1)OCO2
  -27 | -5 | 1 | 1.3 | 5 | 0 | 8 | -13
9: O=C(c1ccco1)N1CCN(Cc2ccccc2Br)CC1
  8 | -3 | 1 | 0.92 | 3 | 0 | -1 | -7
10: CSc1cccc(NC(=O)COc2ccccc2C)c1
  -5 | -2 | 1.1 | 1 | 5 | -14 | 0 | 4
11: O=C(CN1C(=O)C2C3CCC(C3)C2C1=O)N1CCN(Cc2ccccc2)CC1 (configuration not stated)
  -14 | -4 | 0.94 | 1.1 | 4 | 6 | -11 | -7
12: CCOC(=O)c1[nH]c(C)c(C(=O)OCC(=O)N(CC)C2CCS(=O)(=O)C2)c1C (configuration not stated)
  6 | -7 | 0.98 | 0.94 | -6 | 2 | 3 | 1
13: CCNC(=O)NC(=O)C(C)OC(=O)C1CCN(S(=O)(=O)c2ccccc2C(=O)OC)CC1 (configuration not stated)
  -2 | -8 | 0.92 | 1 | -3 | 8 | 2 | -7
14: CCN(CC(=O)Nc1c(F)cccc1F)C(=O)c1ccc2c(c1)NC(=O)C(C)S2 (configuration not stated)
  -16 | -2 | 0.94 | 1.2 | -3 | 6 | -3 | -4
15: COc1ccc(C(C(=O)NC2CCCC2)N(Cc2cccnc2)C(=O)Cc2cccs2)cc1OC (configuration not stated)
  -7 | -6 | 1 | 1.1 | -2 | -1 | -4 | -17
16: Cc1ccc(OCCn2cc(Br)c(=O)[nH]c2=O)cc1
  3 | 3 | 0.99 | 0.97 | -11 | 1 | 1 | -7
17: O=c1sc2ccccc2n1Cc1ccccc1
  8 | -12 | 0.96 | 0.92 | -3 | 4 | -2 | -10
18: CC1=NN(Cc2ccccc2)C(=O)/C1=C/c1ccc(N(C)C)cc1
  24 | 8 | 0.68 | 0.76 | -2 | 32 | -7 | 9
19: COC(=O)c1cn(NC(=O)c2ccc(OC)c([N+](=O)[O-])c2)c(=O)c2ccccc12
  -5 | -1 | 1 | 1 | -8 | -3 | -6 | -18
20: COc1ccc(-c2nc3n(n2)C(c2ccncc2)C(C(N)=O)=C(C)N3)cc1 (configuration not stated)
  11 | -3 | 0.98 | 0.89 | 13 | 2 | -3 | -2
21: COc1ccc2c(c1)CC/C(=C/c1ccncc1)C2=O
  -9 | 12 | 0.95 | 1.1 | 3 | 5 | -3 | -3
22: O=C(Nc1nc2ccc(F)cc2s1)c1ccccn1
  -46 | -3 | 0.91 | 1.5 | 14 | 9 | 0 | -7
23: CCN(CC)CCNC(=O)CCc1nn(C)c(=O)c2ccccc12
  16 | -8 | 0.95 | 0.84 | -18 | 5 | -15 | -16
24: O=C(NC1CCC(O)CC1)c1ccc2c(c1)S(=O)(=O)N=C1CCCCCN12 (configuration not stated)
  18 | 0 | 0.99 | 0.82 | -9 | 0 | -3 | 1
25: O=C(Nc1cccc2c1CCCC2)c1ccncc1
  2 | -11 | 1.1 | 0.98 | 4 | -10 | -3 | -2
26: CCOC(=O)Cc1csc(NC(=O)c2cccc([N+](=O)[O-])c2)n1
  -9 | -6 | 0.94 | 1.1 | -6 | 6 | -2 | 19
27: C=C(C)c1cccc(C(C)(C)NC(=O)Nc2ccc(C(N)=O)cc2)c1
  -15 | -4 | 2.2* | 1.1 | -6 | -123 | 0 | 7
28: Cc1ccc(NC(=O)C(=O)NCc2ccccn2)cc1
  24 | -4 | 0.93 | 0.76 | 3 | 7 | -1 | -5
29: Nc1nccnc1C(=O)N/N=C/c1ccco1
  -69 | -1 | 0.78 | 1.7 | -8 | 22 | 2 | 4
30: O=C(CSc1nnc(-c2ccc(F)cc2)o1)Nc1ccccc1N1CCOCC1
  -9 | -5 | 0.98 | 1.1 | -11 | 2 | -1 | 5
31: O=C(/C=C\c1ccc2c(c1)OCO2)Nc1c2c(nn1-c1ccc(Cl)cc1)CSC2
  0 | 4 | 0.8 | 1 | 1 | 20 | -3 | -20
32: CCCC(=O)Nc1ccc(S(=O)(=O)N2CCC(c3nc4ccccc4[nH]3)CC2)cc1
  -14 | 0 | 1.3 | 1.1 | -12 | -27 | 4 | -2

Arranged by molar mass (lowest first): part of the list above
Under each structure – hIAP block | HKDC1 inh | mIAP activ | hIAP activ | ATG4B inh | mIAP inh | APOBEC3A inh | PfG6PD inh
17: O=c1sc2ccccc2n1Cc1ccccc1
  8 | -12 | 0.96 | 0.92 | -3 | 4 | -2 | -10
21: COc1ccc2c(c1)CC/C(=C/c1ccncc1)C2=O
  -9 | 12 | 0.95 | 1.1 | 3 | 5 | -3 | -3
22: O=C(Nc1nc2ccc(F)cc2s1)c1ccccn1
  -46 | -3 | 0.91 | 1.5 | 14 | 9 | 0 | -7
18: CC1=NN(Cc2ccccc2)C(=O)/C1=C/c1ccc(N(C)C)cc1
  24 | 8 | 0.68 | 0.76 | -2 | 32 | -7 | 9
26: CCOC(=O)Cc1csc(NC(=O)c2cccc([N+](=O)[O-])c2)n1
  -9 | -6 | 0.94 | 1.1 | -6 | 6 | -2 | 19
1: O=C(COC(=O)c1nc(Cl)c(Cl)c(Cl)c1Cl)c1ccc[nH]1
  -15 | 4 | 1 | 1.1 | 16 | -2 | 45* | -5
3: CCC(CC)NC(=O)c1cc2c(C)nn(Cc3ccccc3Cl)c2s1
  -9 | 7 | 1.1 | 1.1 | 9 | -10 | -3 | -1
24: O=C(NC1CCC(O)CC1)c1ccc2c(c1)S(=O)(=O)N=C1CCCCCN12 (configuration not stated)
  18 | 0 | 0.99 | 0.82 | -9 | 0 | -3 | 1
30: O=C(CSc1nnc(-c2ccc(F)cc2)o1)Nc1ccccc1N1CCOCC1
  -9 | -5 | 0.98 | 1.1 | -11 | 2 | -1 | 5
13: CCNC(=O)NC(=O)C(C)OC(=O)C1CCN(S(=O)(=O)c2ccccc2C(=O)OC)CC1 (configuration not stated)
  -2 | -8 | 0.92 | 1 | -3 | 8 | 2 | -7
15: COc1ccc(C(C(=O)NC2CCCC2)N(Cc2cccnc2)C(=O)Cc2cccs2)cc1OC (configuration not stated)
  -7 | -6 | 1 | 1.1 | -2 | -1 | -4 | -17

Complete entries from above. Values in the order: hIAP block	HKDC1 inh	mIAP activ	hIAP activ	ATG4B inh	mIAP inh	APOBEC3A inh	PfG6PD inh
O=C(CSc1nnc(-c2ccc(F)cc2)o1)Nc1ccccc1N1CCOCC1 across the screens: -9	-5	0.98	1.1	-11	2	-1	5
CCNC(=O)NC(=O)C(C)OC(=O)C1CCN(S(=O)(=O)c2ccccc2C(=O)OC)CC1 (configuration not stated) across the screens: -2	-8	0.92	1	-3	8	2	-7
